Screens from PubChem.
FBW7 act = activators of human E3 ligase FBW7. normalized activity (activation), % at 26.1 µM. Q969H0. AlphaScreen FBW7–phospho-cyclin E peptide binding, activator screen. 650,000 compounds, 0.13% hits; in the data active = normalized activity above about 1.9%;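 note: purified mutant Fbw7 with reduced substrate affinity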
MITF primary = human MITF inhibition, primary screen; O75030; 650,000 compounds, 0.91% hits; AlphaScreen MITF homodimerization, bead proximity signal; inhibition, % at 2.6 µM; in the data active = inhibition above about 50%;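 note: 0% = vehicle wells with protein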
Target sequence (O75030 whole entry, looked up): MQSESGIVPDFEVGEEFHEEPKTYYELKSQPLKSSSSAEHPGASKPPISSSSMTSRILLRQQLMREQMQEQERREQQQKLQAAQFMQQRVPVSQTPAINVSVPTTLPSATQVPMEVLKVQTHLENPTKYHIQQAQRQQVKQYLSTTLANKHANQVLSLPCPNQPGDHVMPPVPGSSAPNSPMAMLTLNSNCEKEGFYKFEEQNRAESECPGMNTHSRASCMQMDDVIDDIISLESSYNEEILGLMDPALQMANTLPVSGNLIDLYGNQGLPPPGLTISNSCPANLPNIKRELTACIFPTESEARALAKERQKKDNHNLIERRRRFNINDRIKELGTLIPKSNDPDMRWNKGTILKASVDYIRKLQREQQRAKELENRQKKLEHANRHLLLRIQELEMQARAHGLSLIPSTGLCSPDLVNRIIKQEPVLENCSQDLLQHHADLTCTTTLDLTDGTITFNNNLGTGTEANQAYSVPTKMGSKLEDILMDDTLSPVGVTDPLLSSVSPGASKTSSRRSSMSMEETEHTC
GPR151 ag = human GPR151 activation | activation, % at 11.2 µM | AID 1508602 | PathHunter beta-arrestin GPR151 cells, luminescence | Q8TDV0 | 650,000 compounds, 1% hits; in the data active = activation above about 4.9%;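 note: 0% = median of compound wells and 100% = cells with positive control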
Target sequence (Q8TDV0 whole entry, looked up): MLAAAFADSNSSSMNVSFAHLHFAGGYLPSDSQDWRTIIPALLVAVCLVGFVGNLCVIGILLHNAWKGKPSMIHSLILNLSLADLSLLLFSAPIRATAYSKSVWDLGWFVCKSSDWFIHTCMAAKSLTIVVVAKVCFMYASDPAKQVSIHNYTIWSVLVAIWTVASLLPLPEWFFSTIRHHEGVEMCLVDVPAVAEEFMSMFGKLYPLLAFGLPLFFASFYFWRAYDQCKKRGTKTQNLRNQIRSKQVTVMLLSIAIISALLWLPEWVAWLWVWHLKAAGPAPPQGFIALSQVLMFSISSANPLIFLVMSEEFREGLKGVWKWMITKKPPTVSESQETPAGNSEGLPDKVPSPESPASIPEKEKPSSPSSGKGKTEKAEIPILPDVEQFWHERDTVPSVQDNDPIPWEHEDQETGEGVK
TEAD-YAP block = TEAD-YAP interaction inhibition. HEK-TIYL cells, TEAD-Gal4/YAP UAS-luciferase luminescence. inhibition, % at 9.12 µM. 640,000 compounds, 1.4% hits; in the data active = inhibition above about 32%;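 note: 0% = median of test compound wells and 100% = reference inhibitor wells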
Starred values were filed as active, the others as inactive; nt = not tested or not shown.

Fields: FBW7 act, MITF primary, GPR151 ag, TEAD-YAP block
Oc1ccc(Br)cc1C1=NNC(c2ccc(F)cc2)C1 (centres undefined)
→ -0.1, 10, -0.8, -21
CC(C)C(=O)Nc1ccc(C(=O)NCCNC(=O)c2ccc(F)cc2)cc1
→ 0.4, 17, -1.9, 13
CN(C)c1cccc(Nc2cc(NC3CCN(Cc4ccccc4)CC3)ncn2)c1
→ -0.3, 7, 1.0, 1
Cn1c(=O)c2cc(S(=O)(=O)NCCC(=O)NCC3CCCO3)ccc2n(C)c1=O (centres undefined)
→ -0.1, 6, 0.8, -2
COC(=O)C1=C(C)N(C)C(=O)/C1=C\c1ccc(Cl)cc1Cl
→ -0.1, -6, 0.0, 8
CC(C)CN1CCN(Cc2cc(F)ccc2-n2cccn2)CC1CCO (centres undefined)
→ 0.0, -12, -0.8, -2
COc1cccc(CN2CCC(N3CCCCC3)CC2)c1
→ -0.1, 50, -1.4, 3
COCCCNC(=O)CC1(CC(=O)O)CCCC1
→ 0.5, 13, -0.4, -7
O=C(O)COc1ccccc1/C=N/NC(=O)C(O)c1ccccc1 (centres undefined)
→ -0.1, -10, 0.0, -4
O=C(CNC(=O)c1ccccc1F)N/N=C/c1ccccc1[N+](=O)[O-]
→ 0.1, 4, 0.2, -9
CC(C)(C)CN1CCNC(=O)C1CC(=O)N1CCN(C2CCCC2)C(=O)C1 (centres undefined)
→ -0.2, 10, 0.9, -13
CCCC(=O)N(CC)c1ccccc1C
→ 0.2, 6, 0.4, -2
CCn1c(C(C)NC(=O)c2ccc(Cl)cc2Cl)n[nH]c1=S (centres undefined)
→ 0.0, 5, 0.5, 7
CCN(CC)S(=O)(=O)c1ccc(C(=O)N(CCCN2C(=O)c3cccc4cccc(c34)C2=O)c2cccc3ccccc23)cc1
→ 0.0, -9, 2.2, -2
Cn1cc(C(=O)N2CCN(c3ccc([N+](=O)[O-])cc3)CC2)c2ccccc2c1=O
→ 0.2, 12, 0.2, 11
CC1C(=O)OC(c2ccccc2)C(C)(C)C1=O (centres undefined)
→ -0.3, 7, 0.8, -1
O=C(CN1C(=O)N/C(=C\c2cccn2-c2cccc(C(=O)O)c2)C1=O)Nc1ccc(F)cc1
→ 0.0, -4, 1.5, -4
CCOC(=O)N1CCN(C(=O)C2CCN(Cc3ccc(C)o3)CC2)CC1
→ -0.1, 39, -1.1, -2
CC(=O)c1ccc(NC(=O)CCN2C(=O)/C(=C\c3ccco3)SC2=S)cc1
→ 0.1, 7, 3.0, 7
CCN(CC)C(=O)c1sc2nc3c(C)cc(C)cc3cc2c1N
→ 0.3, 9, -1.2, 4
CN(C)C(=S)Nc1ccc(Cc2ccncc2)cc1
→ 0.6, 16, -0.2, -3
CCC1CCCCN1C(=O)CSc1nc2ccccc2n1CC(=O)N1CCOCC1 (centres undefined)
→ 0.0, -12, 0.8, -9
Cc1nc2ccc(C(=O)OCC(=O)c3ccc([N+](=O)[O-])cc3)cc2nc1C
→ 0.0, 4, 0.1, 3
CCOC(=O)c1ccc(CNS(=O)(=O)c2ccc(S(=O)(=O)N3CCOCC3)cc2)o1
→ 0.2, 0, 1.0, 12
CCc1ccc(Nc2cc(C)nc3ncnn23)cc1
→ -0.4, -7, 0.5, 7
Cc1c(Br)c(C(=O)NNC(=O)Nc2ccc3c(c2)OCO3)nn1C
→ 1.0, 4, 1.6, -17
CCCSc1ncnc2c1cnn2-c1ccccc1
→ 0.1, -2, 0.7, -20
Oc1ccc(CCNc2nc(-c3csc4ccccc34)nc3c2ncn3-c2ccccc2)cc1
→ 0.2, 10, 1.3, 5
CC(NC(=O)Cc1ccsc1)c1ccc(F)cc1 (centres undefined)
→ -0.2, 26, 0.3, 1
CC(C)N(Cc1ccccc1)C(=O)CCS(=O)(=O)Cc1ccccc1
→ -0.1, 1, -0.8, 9
O=C1NN(c2cc(Cl)cc(Cl)c2)C(=O)/C1=C\c1cccc([N+](=O)[O-])c1O
→ -0.1, 3, -1.6, -3
CCCCSCCCNC(=O)CCN1N=C(c2ccc(OC)cc2)CCC1=O
→ 0.5, 8, -0.4, 13
CC(C)N(CCNc1cc(Nc2ccncn2)nc(N)n1)C(C)C
→ -0.2, 7, 0.5, -7
COc1cc(OC)c(C2=NOC(C(=O)N3CCN(C)CC3)C2)cc1Cl (centres undefined)
→ 0.2, 11, -1.1, 8
O=c1c2ccccc2nc2sc(Nc3ccc4c(c3)OCO4)nn12
→ -0.1, 9, 1.6, -33
Cc1ccc(/C(N)=N/OC(=O)COc2ccc(Cl)c(C)c2)cc1
→ 0.1, -7, 0.9, -8
CC1CCN(C(=O)c2cn(-c3ccc(F)cc3F)c(=O)c3ccccc23)CC1
→ -0.1, -2, 1.3, -6
O=C(c1cc(Cl)cc(Cl)c1)N1CCCC1
→ -0.3, -14, 0.7, -1
CC1=C(C(=O)OCCc2ccccc2)C(c2cccc(OCc3ccccc3)c2)NC(=O)N1 (centres undefined)
→ 1.4, 8, -1.0, -7
COc1cc(/C=c2\sc3nc4cc(C)c(C)cc4n3c2=O)cc(OC)c1OCc1ccccc1F
→ 0.0, -8, -0.6, 10
OCCNc1cc(Oc2ccccc2)ncn1
→ -0.1, 10, 1.4, -45
COc1ccc(CCNC(=O)C(=O)Nc2ccc(Br)cc2)cc1
→ 0.1, -16, 0.6, 4
CCOC(=O)CCOn1ccc2ccc(S(C)(=O)=O)cc21
→ 0.1, -7, -1.3, 1
O=C(O)CCNC(=O)/C(=C\c1ccc(Cl)cc1)NC(=O)c1ccccc1
→ 0.1, 1, -1.1, 10
O=C(NCc1cccc(C(F)(F)F)c1)c1ccnc(NCCCN2CCCC2=O)c1
→ 0.1, 2, 0.5, 1

Filtered by structure, the compounds so far containing two or more sulfur atoms.
Fields: FBW7 act, MITF primary, GPR151 ag, TEAD-YAP block
CC(=O)c1ccc(NC(=O)CCN2C(=O)/C(=C\c3ccco3)SC2=S)cc1
→ 0.1, 7, 3.0, 7
CCOC(=O)c1ccc(CNS(=O)(=O)c2ccc(S(=O)(=O)N3CCOCC3)cc2)o1
→ 0.2, 0, 1.0, 12

Back to the main list, repeating the 2 entries before the break.
Fields: FBW7 act, MITF primary, GPR151 ag, TEAD-YAP block
O=C(O)CCNC(=O)/C(=C\c1ccc(Cl)cc1)NC(=O)c1ccccc1
→ 0.1, 1, -1.1, 10
O=C(NCc1cccc(C(F)(F)F)c1)c1ccnc(NCCCN2CCCC2=O)c1
→ 0.1, 2, 0.5, 1
CC1=NN(c2cccc(Cl)c2)C(=O)/C1=C/c1ccc(-c2ccccc2C(=O)O)o1
→ -0.5, -3, 0.7, 2
O=c1c(Cl)c(O)cnn1C1CCCCC1
→ -0.1, -12, -0.7, 3
CC(=O)n1c2ccccc2c2nc(Nc3ccccc3)sc21
→ -0.2, 6, 1.0, -31
Cc1ccnc(NC(=O)CN(C)S(=O)(=O)c2ccc3ccccc3c2)c1
→ 0.4, 16, -1.2, 2
COc1ccccc1Oc1ccc(-c2cnc3ccccc3n2)cc1[N+](=O)[O-]
→ 1.3, 11, -1.2, 5
CC1CCN(C(=O)Cn2cnc3c(nnn3-c3cccc(F)c3)c2=O)CC1
→ 0.7, 9, -1.6, 18
COc1ccc(Cl)cc1NC(=O)c1noc(C)c1[N+](=O)[O-]
→ 0.1, -1, 3.6, 2
CC1CC(C(F)(F)F)n2ncnc2N1 (centres undefined)
→ 0.0, 6, 0.2, 1
CCN(CC)c1ccc(NS(=O)(=O)c2ccc(C)cc2)cc1
→ -0.1, 31, 0.2, -8
Cc1ccc([N+](=O)[O-])cc1NC(=O)c1cc(C)c(C)o1
→ -0.3, -13, 1.4, -6
COc1cc(OC)cc(C(=O)NC(=S)/N=c2\sc3c4ccccc4ccc3n2C)c1
→ -0.1, -2, 0.9, -8
CCCOC(=O)Nc1cc(OC)ccc1[N+](=O)[O-]
→ -0.3, 7, 0.3, -2
CCOc1ccc(NC(=O)c2ccccc2OC)cc1
→ -0.1, 0, -1.0, -39
Cc1cc(C)c2nc(N3CCCC(C(=O)NCc4ccco4)C3)sc2c1 (centres undefined)
→ -0.1, 2, 0.2, 7
CC(C)[C@H](NS(=O)(=O)c1ccccc1)C(=O)OCC(=O)NC(=O)NC1CCCCC1
→ 0.1, 5, 1.4, 8
Cc1ccc(NC(=O)C(=O)NCC2CCCCC2)cc1
→ 0.2, -5, -0.1, 4
C(=N\Nc1nc(-c2ccccc2)cs1)/c1cccnc1
→ 0.5, 12, -1.0, -58
CC(C)(C)c1ccc(OCCCC(=O)Nc2ccc(S(=O)(=O)N3CCCC3)cc2)cc1
→ 0.1, 1, 0.8, -2
COc1nc(C)nc(NC(=O)COc2ccc(Cl)cc2C)n1
→ 0.1, 1, -0.3, 7
COc1cccc(C2CC(c3ccc(F)cc3)Nc3nnnn32)c1OC (centres undefined)
→ -0.1, -3, -0.8, 4
COc1ccc(-c2nnc(SCC(=O)Nc3cc(OC)c(OC)c(OC)c3)nc2-c2ccc(OC)c(OC)c2)cc1OC
→ 0.0, 4, 1.3, 4
C/C=C/c1ccc(OCCCCNCCN(C)C)c(OC)c1
→ -0.1, -34, -0.3, 0
Cn1c(SCC(=O)Nc2ccc(Cl)c(C(=O)O)c2)nnc1-c1ccccc1
→ 0.0, 6, 0.0, -3
COc1ccc(Cl)cc1NC(=O)c1ccc(OCc2nc(C3CC3)cs2)cc1
→ 0.2, -2, -1.4, -14
CCOCC(=O)Nc1ccc(Cl)c(Cl)c1
→ -0.1, -7, 1.5, -10
Cc1ccc(S(=O)(=O)NNC(=O)c2cccnc2)cc1
→ 0.0, -2, 1.6, -2
C/C(CC(=O)NC1CCCC1)=N\NC(=O)C(=O)Nc1ccc(C)cc1
→ -0.1, 11, -0.4, 2
CNC(=O)c1ccc(CN2CCN(c3ccccc3)CC2)cc1
→ 0.2, 13, -0.8, -11
O=C(CSc1ccc(-c2ccccn2)nn1)N1CCCc2ccccc21
→ -1.8, 32, -2.5, 12
O=C1C(c2ccccc2F)N(C2CCCCCCC2)C(=O)CN1C1CCCCCC1 (centres undefined)
→ 0.1, 5, 0.5, 1

An excerpt from above in order of molecular weight, low to high:
Fields: FBW7 act, MITF primary, GPR151 ag, TEAD-YAP block
CCOCC(=O)Nc1ccc(Cl)c(Cl)c1
→ -0.1, -7, 1.5, -10
C(=N\Nc1nc(-c2ccccc2)cs1)/c1cccnc1
→ 0.5, 12, -1.0, -58
O=C1C(c2ccccc2F)N(C2CCCCCCC2)C(=O)CN1C1CCCCCC1 (centres undefined)
→ 0.1, 5, 0.5, 1

(further entries)
Fields: FBW7 act, MITF primary, GPR151 ag, TEAD-YAP block
COc1ccc(/C=C/C(=O)Nc2ccc(C)cc2)cc1
→ 0.5, -11, 2.3, -49
COC(=O)c1ccc(NC(=O)CN2CCOCC2)cc1
→ 0.6, 28, -1.7, -17
CC1=C(C(=O)OCC2CCCO2)C(c2ccccc2F)C2=C(CCCC2=O)N1 (centres undefined)
→ 0.5, -15, 0.3, 6
CC1=C(C(=O)Nc2ccc(F)c(F)c2)C(c2ccc(O)cc2)NC(=O)N1 (centres undefined)
→ 0.1, 9, -0.5, 9
Cc1cc(C)n(C(=O)CCCC(=O)n2nc(C)cc2C)n1
→ 0.1, 4, -1.2, 10
CCOC(=O)COc1ccccc1/C=C1\NC(=S)NC1=O
→ -0.1, -4, -0.5, -13
CC(C)(C)NS(=O)(=O)c1ccc(NC(=O)/C=C/c2cccc([N+](=O)[O-])c2)cc1
→ 0.0, -2, 0.0, 5
CC(C)=CCC/C(C)=C/CC/C(C)=C/CC[C@]1(C)CCc2cc(O)c(C)c(C)c2O1
→ nt, -2, -1.3, nt
COCCN1C(=O)CC(NNC(=O)c2ccc3c(c2)OCO3)C1=O (centres undefined)
→ -0.1, 7, 0.0, -5
O=C1OCCC1Sc1nnc(-c2cccs2)o1 (centres undefined)
→ 0.0, 5, -1.4, -3
COc1ccc2c(c1)N(C(C)=O)C(C)(C)c1ssc(=S)c1-2
→ -0.4, 31, -0.3, 12
CCn1cnc2sc(C(=O)Nc3sc4c(c3C(=O)OC)CCCC4)c(C)c2c1=O
→ -0.1, 6, -0.3, -1
O=C(Nc1ccc(S(=O)(=O)N2CCN(c3cnccn3)CC2)cc1)c1ccc(F)cc1
→ -0.2, -8, -1.0, -8
CCN(CC)c1nc(NCCN(C(C)C)C(C)C)nc(Nc2ccc(N3CCOCC3)cc2)n1
→ 0.1, -1, 1.7, 4
CCN(CC)CCn1c(=S)[nH]c2cc(C(=O)N3CCC(O)(c4cccc(C(F)(F)F)c4)CC3)ccc2c1=O
→ -0.1, 3, 1.2, 14
Cc1ccc(-c2csc(N(CCCN3CCOCC3)C(=O)c3ccco3)n2)cc1
→ -0.1, 10, 0.6, -2
CC(C)(C)C1CCc2oc3ccc(NS(=O)(=O)c4cc([N+](=O)[O-])ccc4Cl)cc3c2C1 (centres undefined)
→ 0.0, -15, 0.6, 10
Nc1ccccc1S(=O)(=O)NCC(=O)O
→ 0.1, 9, 1.1, 3
CC(=O)Nc1nc(SCC(N)=O)[nH]c(=O)c1NC(=O)c1ccc(F)cc1
→ -0.1, 10, 1.1, -4
CCCNC(=O)c1ccc(CS(=O)c2ccc(C)cc2)o1 (centres undefined)
→ -0.2, -9, -0.2, -2
COC(=O)CSc1nc(NCC(C)C)nc(N2CCOCC2)n1
→ 0.4, 9, -1.2, -10
CCC(c1nnnn1CCOC)N1CCN(C2CCCCC2)CC1 (centres undefined)
→ 1.8, 20, -1.4, 4
COc1ccc(C2CC(c3cccc4ccccc34)n3nc(N)nc3N2)cc1 (centres undefined)
→ 0.2, 5, 2.1, 4
